# eLon inh: inhibitors of E. coli Lon protease, primary screen, biochemical, fluorescence polarization. P0A9M0. purified E. coli Lon protease. inhibition, % at 7.94 µM. actives 0.42% (n = 360,000). AID 602123, 2011; in the data active = inhibition above about 13%, passing the limit was not always enough;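 also: 0% = enzyme with probe and DMSO and 100% = no enzyme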
# Rin1-Abl PPI inh: inhibitors of Rin1-Abl protein binding, primary screen, biochemical, TR-FRET; inhibition, % at 7.35 µM; AID 588664, 2011; actives 0.4% (n = 360,000); Tyrosine-protein kinase ABL1 (Homo sapiens) + Ras and Rab interactor 1 (Homo sapiens), …; in the data active = inhibition above about 5%, passing the limit was not always enough
# CSN deneddyl inh: inhibitors of CSN-mediated cullin deneddylation, primary screen, biochemical, fluorescence polarization, uHTS | Purified CSN, SCF-Nedd8-OG deneddylation | inhibition, % at 12.5 µM | actives 0.38% (n = 360,000) | AID 651999, 2013;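 active = pattern-corrected inhibition above about 35%, with an unprinted fluorescence ratio check between 0.5 and 1.5, limit read from the data, passing the limit was not always enough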;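 also: 0% = enzyme with substrate and 100% = substrate without enzyme; some results filed as inactive read as strong as hits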
# Target sequence (Q92905 whole entry, looked up, one chain of several): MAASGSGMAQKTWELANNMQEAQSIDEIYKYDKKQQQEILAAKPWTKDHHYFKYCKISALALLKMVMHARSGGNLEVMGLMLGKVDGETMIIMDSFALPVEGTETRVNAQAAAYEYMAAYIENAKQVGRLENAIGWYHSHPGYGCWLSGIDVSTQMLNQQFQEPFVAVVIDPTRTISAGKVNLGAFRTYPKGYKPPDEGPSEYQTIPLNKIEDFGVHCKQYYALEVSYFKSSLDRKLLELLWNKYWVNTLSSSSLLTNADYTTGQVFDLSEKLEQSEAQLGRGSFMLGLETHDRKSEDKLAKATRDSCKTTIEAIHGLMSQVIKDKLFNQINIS
#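 Assay system: purified human Csn5 enzyme expressed in HEK293T cells; Input: 0.24 nM Csn5 enzyme, final concentration; Reagent: 10 nM SCFSkp2-Nedd8OG; Compound dosing: 12.5 µM single point; Times: reaction 90 min, room temperature; Technique: fluorescence polarization readout.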
# PABP1 MLLE inh: inhibitors of PABP1 MLLE–PAM2 peptide binding, primary screen, biochemical, fluorescence polarization, FITC-PAM2, GST-MLLE; actives 0.36% (n = 360,000); AID 588489, 2011; inhibition, % at 20 µM; Polyadenylate-binding protein 1 (Homo sapiens), P11940; in the data active = inhibition above about 35%, passing the limit was not always enough;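 also: plate controls were DMSO wells with GST-MLLE for no effect and wells lacking GST-MLLE protein for full effect; some results filed as inactive read as strong as hits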
# Target sequence (P11940 whole entry, looked up): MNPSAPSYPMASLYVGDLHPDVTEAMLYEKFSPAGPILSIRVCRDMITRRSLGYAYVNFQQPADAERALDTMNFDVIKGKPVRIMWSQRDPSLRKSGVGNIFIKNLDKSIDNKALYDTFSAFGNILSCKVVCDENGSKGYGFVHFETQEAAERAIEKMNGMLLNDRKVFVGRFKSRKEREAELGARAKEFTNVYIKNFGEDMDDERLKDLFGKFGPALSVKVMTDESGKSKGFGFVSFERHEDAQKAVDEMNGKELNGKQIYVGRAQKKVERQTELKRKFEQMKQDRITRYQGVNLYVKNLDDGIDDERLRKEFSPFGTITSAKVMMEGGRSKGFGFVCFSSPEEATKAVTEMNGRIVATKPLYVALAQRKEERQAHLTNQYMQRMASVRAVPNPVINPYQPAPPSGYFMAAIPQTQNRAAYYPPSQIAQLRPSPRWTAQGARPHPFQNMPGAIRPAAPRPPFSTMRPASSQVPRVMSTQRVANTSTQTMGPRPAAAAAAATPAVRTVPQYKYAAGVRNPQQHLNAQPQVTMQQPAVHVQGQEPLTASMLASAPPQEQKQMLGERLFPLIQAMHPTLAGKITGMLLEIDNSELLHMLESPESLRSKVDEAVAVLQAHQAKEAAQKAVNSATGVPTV
# Rpn11 inh: Rpn11 (PSMD14) deubiquitinase inhibitors, primary screen, biochemical, fluorescence polarization, uHTS; 26S proteasome non-ATPase regulatory subunit 14 (Homo sapiens), O00487; human 26S proteasome, Ub4-pepOG fluorescence polarization; 20S core pre-blocked with epoxomicin; calls only at 20 µM; actives 0.59% (n = 360,000); AID 588493, 2011;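 active = inhibition at 20 µM, scaled to each plate's controls, above about 33%, limit read from the data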
# MsrA act: bovine MsrA enzyme activators, primary screen, biochemical, absorbance, HTS. Methionine sulfoxide reductase A (Bos taurus). purified bovine MsrA, absorbance read-out. activation, % at 10.6 µM. actives 0.3% (n = 360,000). AID 602163, 2012; in the data active = activation above about 7.5%;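 also: 0% = vehicle and 100% = reference activator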
# MsrA inhibitor: bovine MsrA enzyme inhibitors, primary screen, biochemical, absorbance, HTS. purified bovine MsrA, absorbance read-out. AID 651718, 2012. inhibition, % at 15.5 µM. Methionine sulfoxide reductase A (Bos taurus). actives 0.75% (n = 360,000); in the data active = inhibition above about 4.5%;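 also: 0% = vehicle wells with enzyme and 100% = reference inhibitor wells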
# FAS TE block: FAS thioesterase domain inhibitors, primary screen, biochemical, fluorescence intensity, uHTS; recombinant FAS-TE, OMFH fluorogenic substrate, fluorescence endpoint; inhibition, % at 15 µM; Fatty acid synthase (Homo sapiens), P49327; actives 0.67% (n = 360,000);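 active = compounds whose normalised, plate-corrected inhibition of enzyme fluorescence in the single-dose primary screen is 50% or more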;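 also: 0% = DMSO with enzyme and 100% = substrate without enzyme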
# MT1-MMP act inh: blockers of MT1-MMP proenzyme processing, primary screen, HT1080 RFP-PRO-GFP cells, GFP/RFP fluorescence | GFP/RFP ratio fluorescence, overnight; percent of plate control window, DMSO zero | actives 0.061% (n = 360,000) | GFP/RFP ratio change, % at 20 µM;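 active = GFP/RFP ratio change of at least 30% with cell ATP level not reduced by more than half and red fluorescence within 50% of control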; also: strong numbers were not always called active
#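 Test system: HT1080 cells expressing an RFP-PRO-GFP fluorescent reporter construct / Compound dosing: single-point 20 µM compound, 1% DMSO / Schedule: cells overnight before dosing, compound overnight, 37 °C, 5% CO2 / Evaluation: GFP/RFP fluorescence ratio / Control set: DMSO and RFP-L50D-GFP cell wells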
# The depositor's hits bear a star; i = inactive; . = no result given; + = active, no number.
compound,eLon inh,Rin1-Abl PPI inh,CSN deneddyl inh,PABP1 MLLE inh,Rpn11 inh,MsrA act,MsrA inhibitor,FAS TE block,MT1-MMP act inh
Cc1ccc(C(=O)Nc2nc(-c3cccnc3)cs2)o1,-5,7,-1,25,i,-14,0.6,-5,2
O=C(C=Cc1ccccn1)c1ccccc1O,5,6,3,7,i,-2,0.9,-4,3
CC1(C)N=C(c2ccccn2)C(C)(C)N1O,-11,-1,0,10,i,0,0.2,-4,-4
CC(C)N(C(=O)CSc1nc2ccccc2n1-c1ccccc1)C(C)C,7,2,5,-106,i,0,-0.2,16,-6
COc1ccc(NC(=O)c2cc(-c3ccco3)on2)cc1OC,-7,2,9,-7,i,-2,0.3,-6,-2
Cc1ccc(S(=O)(=O)NCC(=O)OCC(=O)c2c(N)n(C)c(=O)n(C)c2=O)cc1,14,-3,2,4,i,-2,-0.4,-6,4
COc1ccc(N(CC(=O)NCc2ccco2)C(=O)CNS(=O)(=O)c2ccc(Cl)cc2)cc1,-7,1,-6,5,i,-1,-0.1,7,3
COc1ccc(Cc2nc(-c3cccs3)no2)cc1,9,0,-2,-5,i,-3,-0.6,18,1
CC(=O)N1c2ccc(S(=O)(=O)NCCC(=O)Nc3ccc(C)c(F)c3)cc2CC1C (centres undefined),-1,5,-3,-13,i,1,-0.5,-2,0
Cc1cccc(NC(=O)CN2C(=O)N/C(=C\c3ccc(N4CCOCC4)cc3)C2=O)c1,-6,-1,5,-3,i,-5,0.7,-17,0
O=C(O)C1CCN(C(=O)CCN2C(=O)S/C(=C\c3ccccc3)C2=O)CC1,-5,0,2,19,i,-1,3.9,-5,0
O=C(N/N=C/c1sc(N2CCOCC2)nc1-c1ccccc1)c1cccc(S(=O)(=O)N2CCCC2)c1,-56,-9,25,-99,+,-7,1.1,26,-29
O=C1NC2NC(=O)N(C(Cc3ccccc3)C(=O)O)C2N1 (centres undefined),4,1,-1,-5,i,-1,-0.4,-6,5
O=c1oc2ccccc2cc1-c1nc2ccccc2o1,-1,-3,5,-2,i,-18,5.2*,0,0
CN1CCC(=NNC(=O)CN(c2ccccc2)S(=O)(=O)c2ccccc2)CC1,-3,0,5,-5,i,0,-0.3,-5,0
C[C@@H](OC(=O)N1CCCCC1)[C@H]1O[C@]2(C)CCCC[C@H]1O2,1,-1,-3,5,i,-5,1.1,-8,-4
CCCC12CN3CC(C)(CN(C1)C3c1ccco1)C2=O (centres undefined),-4,-1,-4,-12,i,-4,-1.5,-2,2
Cc1ccc2[nH]ccc(=O)c2c1,-3,0,-3,5,i,0,0.3,-6,4
N#CC(OC(=O)c1ccccc1)c1cccc([N+](=O)[O-])c1 (centres undefined),-6,1,6,11,i,-6,-1.1,23,1
N#Cc1cccc(C(=O)OCC(=O)NC(=O)NC2CCCCC2)c1,3,-2,1,2,i,-4,0.2,3,1
O=C(CSc1nc2ccccc2c(=O)n1Cc1ccco1)NCc1ccco1,0,-2,10,30,i,-3,0.9,1,-2
O=C(CSc1ccc(-c2ccco2)nn1)Nc1cccc(F)c1,-4,0,-4,17,i,-3,0.1,3,-6
O=C(NCc1ccccc1F)C1CCCN1C(=O)NCc1ccccc1 (centres undefined),1,4,-1,0,i,-2,1.1,-3,1
C[C@H](CO)N1C[C@H](C)[C@@H](CN(C)C(=O)Nc2ccc(C(C)(C)C)cc2)OCc2cnnn2CCCC1=O,2,-6,1,1,i,-2,-0.5,-6,1
O=S(=O)(c1ccc(F)cc1)N1CC2CCCN2c2ccc(C(F)(F)F)cc21 (centres undefined),10,-3,2,-4,i,3,3.5,28,-3
CCOc1ccc(N2CC(C(=O)NCCc3ccc(OC)c(OC)c3)CC2=O)cc1 (centres undefined),7,2,-2,-2,i,0,0.3,-4,-5
N#C/C(=C(/O)CN1CCOCC1)c1nc2ccccc2s1,-9,3,2,9,i,-14,4.8*,-4,-2
CCCCCCN1CCN(C2CN(Cc3cn(Cc4cc(C)cc(C)c4)nn3)S(=O)(=O)C2)CC1 (centres undefined),-6,.,-3,.,.,-5,0.1,1,6
COc1ccccc1NS(=O)(=O)c1ccc2c(c1)N(C(C)=O)CC(C)S2 (centres undefined),-1,1,1,17,i,-4,-0.9,0,3
Nc1ccnc(Oc2ccc(F)cc2)c1,-1,-4,-1,-11,i,-3,0.6,-5,5
CCOC(=O)c1cc(C(=O)NN)c(=O)[nH]c1C,4,1,1,-3,i,1,1.7,-2,3
CCCN(CC1CC1)C(=O)COC(=O)c1ccc(C)cc1O,1,-4,-2,0,i,-8,1.3,2,-2
COc1cc(NC(=O)Nc2cccc(Cl)c2)c(OC)cc1NC(=O)CN1CCCCC1,-3,3,-3,10,i,0,0.6,32,3
Cc1cc(C)c(NC(=O)COc2nc3ccccc3nc2C)c(C)c1,-3,2,5,6,i,2,-0.8,-7,2
COc1ccc(CN2CCN(S(=O)(=O)c3ccc(F)cc3)CC2)c(OC)c1OC,-1,-1,-4,-1,i,-1,0.2,2,0
Cc1nc(-c2ccc(NC(=O)c3ccc(Br)o3)cc2)cs1,-7,-1,2,-4,i,-3,1.2,6,9
Cc1ccc(NC(=O)CCS(=O)(=O)c2ccc3c(c2)NC(=O)C(C)S3)cc1Cl (centres undefined),14,1,2,2,i,-1,-0.1,16,7
CN(C)S(=O)(=O)Oc1ccc(C(=O)Nc2cccc(C(F)(F)F)c2)cc1,10,1,0,16,i,-1,-0.2,30,3
O=C(NNC(=O)c1cccc(O)c1)Nc1ccc([N+](=O)[O-])cc1,7,-4,5,3,i,-6,2.0,11,4
Cc1ccc(Cl)c(NC(=O)CN2CCNC(=O)C2)c1Cl,6,-3,-2,-12,i,-6,0.2,-1,-1

# Entries from the list above that have two or more sulfur atoms (3):
compound,eLon inh,Rin1-Abl PPI inh,CSN deneddyl inh,PABP1 MLLE inh,Rpn11 inh,MsrA act,MsrA inhibitor,FAS TE block,MT1-MMP act inh
O=C(N/N=C/c1sc(N2CCOCC2)nc1-c1ccccc1)c1cccc(S(=O)(=O)N2CCCC2)c1,-56,-9,25,-99,+,-7,1.1,26,-29
COc1ccccc1NS(=O)(=O)c1ccc2c(c1)N(C(C)=O)CC(C)S2 (centres undefined),-1,1,1,17,i,-4,-0.9,0,3
Cc1ccc(NC(=O)CCS(=O)(=O)c2ccc3c(c2)NC(=O)C(C)S3)cc1Cl (centres undefined),14,1,2,2,i,-1,-0.1,16,7

# Other structures follow.
compound,eLon inh,Rin1-Abl PPI inh,CSN deneddyl inh,PABP1 MLLE inh,Rpn11 inh,MsrA act,MsrA inhibitor,FAS TE block,MT1-MMP act inh
COc1ccc(NC(=O)CS(=O)(=O)c2ccc(C)cc2)c(OC)c1,-2,1,0,-8,i,-1,0.8,-2,-4
CS(=O)(=O)N1CCc2cc(C(=O)N3CCOCC3)ccc21,-10,4,-4,-10,i,-2,0.7,-4,0
CC(C)c1nccn1S(=O)(=O)c1cc([N+](=O)[O-])ccc1Cl,-5,2,-18,-7,i,-3,0.2,-6,4
COc1cccc(C(=O)Nc2nc(-c3ccc(S(=O)(=O)N4CCOCC4)cc3)cs2)c1,-7,-1,-4,-8,i,-9,0.8,23,-3
Cc1ccc(-c2noc(CCC(=O)N3CCN(c4cc(C)ccc4C)CC3)n2)cc1,2,2,-3,1,i,-2,-1.1,23,3
NNC(=O)CSCc1ccc(Cl)cc1Cl,-5,-1,3,-6,i,-10,-1.0,-13,1
Cc1ccc(SCC(=O)c2c(C)nc3ccccn23)cc1,-2,3,3,10,i,-9,1.8,7,2
COC(=O)[C@H]1Cc2cnoc2C[C@]1(C)C(=O)O,-1,1,0,11,i,-4,0.4,-10,2
CC(C)CCC(O)(c1ccccc1)C(CN1CCOCC1)c1ccccc1 (centres undefined),3,-1,-4,0,i,-1,1.4,18,-12
O=C(CC(c1ccccc1)(c1ccccc1)c1ccccc1)N[C@@H](Cc1ccccc1)C(=O)O,-7,-1,3,-9,i,2,0.2,0,-2
COc1cccc(CN2CC(C(=O)NCCc3nccs3)CCC2=O)c1 (centres undefined),7,3,0,13,i,-6,1.2,-6,1
Cc1nnc(SCc2ccccc2F)n1NCc1cccs1,-2,1,-9,-6,i,-4,-0.5,-8,-3
CC(=O)N1CCCc2cc(S(=O)(=O)N3CCCC(C)C3)ccc21 (centres undefined),-2,0,0,15,i,-2,-1.0,-3,3
COCCNC(=O)C1CCCN(C(=O)COc2ccc(Cl)cc2Cl)CC1 (centres undefined),-1,-5,-2,8,i,-2,-1.7,-11,0
COc1cccc(-n2c(SCC(N)=O)nc3ccccc3c2=O)c1,-71,-6,20,-70,+,-7,-0.7,-11,-6
CC(C)(C)c1ccc(C(=O)OCC(=O)N2CCC(c3ccccc3)=N2)cc1,6,-5,-6,1,i,-1,1.1,24,1
CN1CCN(C(=S)NC(=O)/C=C/c2cccs2)CC1,12,-7,-1,5,i,-10,1.4,-7,-4
CN1C(=O)c2ccc(NC(=O)CCS(=O)(=O)c3ccccc3)cc2C1=O,-2,-3,3,-5,i,-2,0.3,0,-1
N#Cc1c(N)oc(-c2ccccc2)c1-c1ccccc1,6,-4,2,-22,i,-2,0.1,-6,-3
Cn1c(SCC(=O)Nc2sccc2C(N)=O)nnc1-c1ccncc1,-6,4,-2,-4,i,-3,0.7,-4,-1
CC1CN(S(=O)(=O)c2ccc(NC(=O)c3cc(-c4ccccc4O)n[nH]3)cc2)CC(C)O1 (centres undefined),6,-4,1,3,i,-9,-1.5,8,8
COc1ccc(-c2nn3cnnc3s2)cc1OC,-11,0,-6,-30,i,-7,0.5,-6,6
COCCOC(=O)c1c(C)oc2ccc(OCC=C(C)C)cc12,4,-1,-6,-11,i,-3,-0.9,24,1
COc1ccccc1C(=O)NNC(=O)c1ccc(Br)o1,-10,0,1,-5,i,-1,1.1,-3,-1
COCCCNC(=O)CCc1nc(-c2ccccc2Cl)no1,-6,0,-3,-7,i,-2,1.3,-6,3
Cc1ccc(NC(=O)c2cc(S(=O)(=O)N3CCCC3)c[nH]2)c(C)c1,2,1,3,11,i,-5,1.2,-6,-2
CCN(CC)S(=O)(=O)c1ccc(S(=O)(=O)N2CCCC(C(=O)NC3CC3)C2)cc1 (centres undefined),3,1,-1,15,i,-2,1.4,-5,-4
O=C(NCCO)C1(c2ccccc2)CCCC1,-2,0,1,2,i,-5,0.6,-4,-1

# Compound activity: PubChem BioAssay, several laboratories
